# Assay outcomes from PubChem.
# Xi reactivation: reactivates the inactive X chromosome in mouse fibroblasts | XiGFP mouse fibroblasts, % GFP-positive cells imaging, 3 d; cells co-treated with 5-aza-dC sensitizer; scaled so ellipticine positive control = 100% | activation, % at 7.58 µM | 360,000 tested, 0.055% active;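 active means mean normalized replicate activation at least 10% and every replicate at or above 10%; inconclusive means only one of the two criteria met; inactive means mean below 10% and not all replicates reach 10%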;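 further: 0% = median of on-plate neutral control wells and 100% = ellipticine 6 µM median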
#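 Material: SV40-immortalized XiGFP fibroblast cells, line 68-5-11 | Buffer or medium: DMEM containing 5-aza-dC | Dosing: One concentration, pinned | Times: 3 d treatment, 15 min room-temperature fixation | Controls: Ellipticine 6 µM positive control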
# ERp5 block: inhibitors of human ERp5; 350,000 tested, 0.05% active; ERp5 insulin aggregation, absorbance 650 nm, 90 min; Q15084; AID 651711; inhibition, % at 9.99 µM;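 active means mean replicate inhibition above about 25%, with every replicate also reaching it, limit read from the data, passing the limit was not always enough; inconclusive means only one of those two criteria met; inactive means neither criterion met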
# Target sequence (Q15084 whole entry, looked up): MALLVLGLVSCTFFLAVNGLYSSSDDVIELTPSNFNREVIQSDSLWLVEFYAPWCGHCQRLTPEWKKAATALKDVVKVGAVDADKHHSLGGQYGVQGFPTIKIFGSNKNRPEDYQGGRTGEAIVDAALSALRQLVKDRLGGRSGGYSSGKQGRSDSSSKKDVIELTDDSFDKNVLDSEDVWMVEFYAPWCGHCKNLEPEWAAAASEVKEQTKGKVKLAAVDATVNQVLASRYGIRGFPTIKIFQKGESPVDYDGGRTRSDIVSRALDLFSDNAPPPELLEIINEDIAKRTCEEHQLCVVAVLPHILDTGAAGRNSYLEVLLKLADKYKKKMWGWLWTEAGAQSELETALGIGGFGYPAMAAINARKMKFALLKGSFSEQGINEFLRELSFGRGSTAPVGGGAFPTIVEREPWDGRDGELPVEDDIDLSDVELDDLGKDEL
# EWS-Fli inh: inhibitors of EWS/Fli oncoprotein transcriptional activity; A673 NR0B1-luciferase reporter, viability-normalised; inhibition, % at 12.6 µM; 350,000 tested, 0.67% active; AID 651661;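 active means mean inhibition of at least 50% after viability correction, with every replicate also passing that limit; inconclusive means mean reaches 50% but only one of two replicates passes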;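 further: firefly luciferase signal divided by Alamar Blue viability fluorescence both relative to DMSO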
# PAX8 inh HTS: lowers PAX8-driven luciferase in RMG-I cells. RMG-I TPO-luciferase reporter, SteadyGlo, 24 h. inhibition, % at 12.6 µM. AID 652154. 360,000 tested, 1.2% active;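 active means mean replicate inhibition at least 60% with every replicate also reaching 60%; inconclusive means only one of the two criteria is met; inactive means mean below 60% and not all replicates reaching 60%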;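 further: luciferase light reporting Pax8 driven TPO promoter activity; plate controls were median of neutral control wells for no effect and mitoxantrone controls for full effect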
# GSIS activator: GLuc luminescence reporter in INS-1E cells, primary screen for activators of glucose-dependent secretion of insulin. INS-1E GLuc reporter insulin secretion, 2-3 h. activation, % at 16.6 µM. 370,000 tested, 0.61% active;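 active means lowest replicate activation of at least 40%, so every replicate reaches that level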;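 further: 0% = median of neutral control wells and 100% = median of IBMX positive control wells; some compounds called inactive have numbers as strong as hits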
# ARNT-TACC3 inh: ARNT/TACC3 interaction disruption; AlphaScreen His-ARNT PAS-B/GST-TACC3 binding, luminescence; TACC3 fragment carries E629A point mutation; inhibition, % at 9.99 µM; 390,000 tested, 0.66% active;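 active means mean inhibition of replicates at least 50% and at least half of replicates each reaching 50%; inconclusive means half or more replicates reach 50% but mean below 50%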;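 further: 0% = complete ARNT plus TACC3 wells and 100% = ARNT alone without TACC3; many hits fall short of the cut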
# DENV2 CPE: DENV2-induced cell death inhibition; AID 651640; CPE inhibition, % at 9.99 µM; 350,000 tested, 1.7% active; DENV2-infected cells, cytopathic effect rescue, plate reader; in the data active means CPE inhibition above about 20%, passing the limit was not always enough; inconclusive means no clear call, values can overlap the other calls; tested in BHK-21 cells;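 further: 0% = median of neutral control wells and 100% = median of positive control wells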
# F508del corr: correctors of CFTR F508del function in bronchial epithelial cells. 350,000 tested, 0.36% active. AID 720511. CFBE cells, YFP halide quenching; stimulated with forskolin plus potentiator P3; % fluorescence drop versus neutral controls. activity (quench increase), % at 7.58 µM;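 active means mean added fluorescence quench of at least 8% versus neutral control, with both replicates also reaching 8%; inconclusive means only one of the mean or replicate conditions met; inactive means mean below 8% and not both replicates reaching 8%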;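 further: cells transiently co-express mutant CFTR-F508del with the halide-sensitive YFP; corrector assay measuring rescue of mutant channel to the surface after 24 h compound exposure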
# The depositor's hits bear a star; ? = inconclusive; . = not tested or not shown; & = joins results of further samples.
Structure,Xi reactivation,ERp5 block,EWS-Fli inh,PAX8 inh HTS,GSIS activator,ARNT-TACC3 inh,DENV2 CPE,F508del corr
COc1ccc(OC)c(-c2nc3cc4ccccc4cc3nc2-c2ccccc2)c1,0.1,-1,5,-6,0,9,-7,2.2
Cn1c(/C=C/N(Cc2ccccc2)c2ccccc2)c([N+](=O)[O-])c(=O)n(C)c1=O,0.1,-1,4,-7,-6,-18,-1,-3.0
O=C(NCC1CCN(Cc2ccccc2Cl)CC1)Nc1ccccc1F,0.0,-5,2,-3,-1,2,5,-0.2
O=C(Nc1nc(-c2ccc(-c3ccccc3)cc2)cs1)C1=COCCO1,0.0,.,.,-28,84*,1,.,.
O=C(COC(=O)c1ccc(Cl)nc1)Nc1ccc2ccccc2c1,0.0,6,-12,0,2,-3,-5,-7.2
Cc1csc(NC(=O)C2CCN(C(=O)c3ccccc3C)CC2)n1,0.0,-7,-4,-3,-4,-33,-9,2.5
COc1ccc2c3c(n(C)c2c1)[C@@H](CO)N(C)CC31CN(C(=O)Nc2c(C)noc2C)C1,0.1,-4,-5,-15,3,.,19,-2.0
COc1ccccc1N1CCN(S(=O)(=O)c2cnc[nH]2)CC1,0.2,2,10,16,.,-5,7,-1.1
CCC(=O)N1[C@@H](C#N)[C@H](c2ccccc2-c2ccccc2)[C@@H]1CO,0.0,-8,9,.,6,.,47*,-2.3
CCOC(=O)C1(CCOC)CCN(Cc2ccc(COC)o2)CC1,0.0,-2,5,12,-5,1,-3,-0.9
COc1ccc(OC)c(S(=O)(=O)NCC(=O)NC2CCCc3ccccc32)c1 (stereo not drawn),0.0,-8,8,7,14,-3,-1,-3.4
COc1cc(NC(=O)COC(=O)c2[nH]c(C)c(C(C)=O)c2C)cc(OC)c1,-0.1,1,3,29,.,-6,-1,0.5
CC(=O)Nc1ccc2c(c1)C(=O)N(C)[C@H]1CC[C@@H](CC(=O)NCc3ccc(F)cc3)O[C@@H]1CO2,0.0,-4,19,7,-2,-11,19,1.0
C[C@@H]1CN([C@@H](C)CO)C(=O)c2cccc(NC(=O)Nc3ccc(C(F)(F)F)cc3)c2O[C@H]1CN(C)S(=O)(=O)c1cccs1,-0.1,-2,26,.,-32,4,?,-0.5
NC(CSCc1cccc(Br)c1)C(=O)O (stereo not drawn),0.2,-4,-9,-8,-4,-8,-2,1.4
O=C(Nc1ccc(F)cc1)N1C[C@@H]2[C@H](c3ccccc31)[C@@H](CO)N2Cc1ccccc1Cl,0.1,3,-3,8,-18,2,?,4.7
CCOc1ncccc1C(=O)Nc1cccc(-n2cnnn2)c1C,0.0,0,6,3,6,0,-7,1.2
Cc1ccc2nc(SCC(=O)Nc3c(F)cccc3F)[nH]c2c1,0.1,3,-7,-14,10,-1,.,-0.1
CCCCNC(=O)c1ccc(N2CCC3(CC2)OCCO3)c([N+](=O)[O-])c1,0.5,.,.,-25,6,8,.,.
CC1CN(Cc2ccccn2)CCC1=O (stereo not drawn),0.0,.,.,7,-7,-5,.,.
O=C(Nc1ccccc1N1CCOCC1)c1ccc2c(c1)OCO2,0.4,4,2,0,40,-3,7,-3.1
CC(C)N(Cc1nccn1C)C(=O)c1ccc2oc(CCCc3ccccc3)nc2c1,0.4,4,19,1,-29,1,20,-5.7
Cc1oc(-c2ccccc2Cl)nc1CS(=O)CC(=O)NCc1ccccc1Cl (stereo not drawn),0.0,-2,.,3,-9,5,9,1.1
CCCNC(=O)Nc1ccc2c(c1)OC[C@H](C)N(Cc1ccc(-c3ccccn3)cc1)C[C@@H](C)[C@H](OC)CN(C)C2=O,0.0,-4,7,11,-37,0,25*,-1.6
CCCn1nnc(NC(=O)c2ccc(Br)cc2)n1,.,2,-83,.,-2,23,13,1.5
Cc1ccc(C(=O)NCc2ccccc2F)cc1S(=O)(=O)N1CCCC1,0.2,2,7,3,0,0,?,1.9
Cc1ccc(OCCCn2ccnc2)c(Br)c1,0.0,2,-11,2,-5,2,9,-3.9
CSc1oc(-c2ccccc2)nc1S(=O)(=O)c1ccc(F)cc1,.,5,-11,.,-2,-1,-1,-0.2
Cc1cc(C)c(NC(=O)C2C(=O)Nc3ccccc3C(=O)N2C(C)(C)C)c(C)c1 (stereo not drawn),0.0,-7,7,11,6,.,-3,-1.0
CC(C)NC(=O)N[C@H]1CC[C@H](CCNS(=O)(=O)c2ccc(Cl)cc2)O[C@H]1CO,-0.3,3,2,-12,-2,-13,1,-2.3
COc1cccc(NC(=O)N2[C@H](CO)[C@H](c3ccccc3)[C@@H]2CNC(C)C)c1,0.2,0,6,12,-15,8,-4,0.5
Cc1noc(C)c1NC(=O)N(C)C[C@H]1Oc2ccc(NS(=O)(=O)c3ccc(Cl)cc3)cc2CC(=O)N([C@H](C)CO)C[C@@H]1C,-1.0,8,-12,-13,-12,-4,-9,-1.3
Cc1ccc(Nc2nc(=O)c3cccnc3s2)c(Br)c1,0.0,.,-39,-22,.,-1,-4,4.4
Cc1ccc(S(=O)(=O)N(C)C[C@@H]2Oc3ccc(NS(=O)(=O)c4ccccc4)cc3C(=O)N([C@H](C)CO)C[C@H]2C)cc1,0.1,-7,8,.,-7,2,7,-0.4
COCC(=O)N1C[C@@H](C)[C@@H](OC)CN(C)C(=O)c2ccc(NC(=O)c3cnccn3)cc2OC[C@H]1C,0.0&0.2,1&2,10&4,8&-5,15&3,5,4&7,-1.7&0.7
CNC(=O)C[C@H]1CC[C@H]2[C@@H](COc3ccc(NC(=O)Nc4ccc(C)cc4)cc3C(=O)N2C)O1,0.0,-1,-5,-2,-5,0,5,3.5
O=C1CSC(=S)N1,0.0,2,-5,-15,.,-5,0,1.9
Cc1cc(C(=O)Nc2ccc3c(c2)C(=O)N(C)[C@@H]2CC[C@@H](CC(=O)NCc4ccc(-c5ccccc5)cc4)O[C@H]2CO3)no1,0.2,4,66*,39,-7,2,-2,.
Cc1noc(C)c1NC(=O)Nc1ccc2c(c1)C(=O)N([C@@H](C)CO)C[C@@H](C)[C@H](CN(C)C(=O)Nc1ccc(F)cc1)OCCCC[C@H](C)O2,-0.2,-1,-3,-19,-14,-4,-3,1.9
COc1ccc(CN2CCN(C3CCC3)CC2CCO)cc1C (stereo not drawn),-0.1,-6,0,16,-5,.,-3,1.6
COc1ccccc1CNC(=O)c1cc(C(=O)CC(C)C)c[nH]1,0.2,0,6,4,3,-7,2,3.7
COCCC(=O)N1CCC(Oc2ccc(C(=O)NCCCC3CCCC3)cc2)CC1,-0.1,1,19,11,-18,9,?,-2.4
Cn1c(=O)c2c(nc(SCCCC#N)n2Cc2ccccc2F)n(C)c1=O,0.2,2,4,23,8,-3,-2,0.2
Cc1ccc(-c2nnc(Nc3ccc(OCC(N)=O)cc3)c3ccccc23)cc1S(N)(=O)=O,0.2,4,-12,-1,7,8,3,-0.7
CC1CCN(C(=O)CNC(=O)c2ccc(Br)o2)CC1,-0.4,1,-59,-142,18,-22,9,1.7
COc1ccc(OCC(=O)Nc2c3c(nn2-c2ccccc2)CS(=O)(=O)C3)cc1,-0.1,0,.,10,23,7,-4,0.4
O=C(c1ccccn1)N1CC[C@@H]2[C@H]1c1cc(C#Cc3ccccc3)ccc1N[C@@H]2CO,0.1,-2,-3,-10,12,2,3,2.6
CC(C)(C)OC(=O)C[C@@H]1C/C=C\C[C@H](CC(=O)N[C@H](CO)Cc2ccccc2)C(=O)N[C@H](Cc2ccccc2)COC1=O,-0.7,-1,6,-17,-3,1,-4,1.1
O=C(CCN1C(=O)[C@@H]2Cc3ccccc3CN2C1=O)N[C@@H](Cc1ccccc1)C(=O)O,.,-2,-1,.,15,1,2,1.7
CCOC(=O)c1cccc(NC(=O)c2ccc(N(C)C)cc2)c1,0.3,3,76*,-59,1,-11,6,.
CC(Oc1ccc(Cl)cc1Cl)c1ccnc2nc(N3CCOCC3)nn12 (stereo not drawn),0.0,1,11,35,-35,-6,-4,1.2
CCOC(=O)c1cccc(S(=O)(=O)N(CCO)Cc2cc3cc(OC)ccc3[nH]c2=O)c1,.,0,5,.,11,-25,.,0.7
Cn1c(=S)c2[nH]c(SCCN)nc2n(C)c1=O,0.1,-3,8,11,-11,15,-3,-2.0
CC=Cc1ccc2n(c1=O)C[C@H]1[C@H](CO)[C@@H](C(=O)NCC3CC3)[C@@H]2N1C(=O)c1ccccc1 (mixture of isomers),0.3,-1,-1,-4,5,1,1,1.7
CCCCN(C(=O)/C=C/c1ccc(OCC(C)C)c(OCC)c1)c1c(N)n(CCC)c(=O)[nH]c1=O,0.2,-1,12,-14,12,-9,-2,-1.1
C[C@@H]1CN([C@H](C)CO)C(=O)c2cccc(NS(=O)(=O)c3ccccc3)c2O[C@@H]1CN(C)C,-0.3,-2,-8,-1,33,-3,-1,1.0
O=C(COc1cc(O)c2c(=O)cc(-c3ccccc3)oc2c1)c1ccc(F)cc1,.,1,7,.,8,-3,.,1.5
O=C1N=c2ccccc2=C1c1c(O)[nH]c2c(C(F)(F)F)cccc12,0.0,4,30,8,-5,0,-1,-0.8
COc1ccc(C2=NN(CN3C(=O)C(=O)c4ccccc43)C(c3ccc(OC)cc3)C2)cc1 (stereo not drawn),0.1,-1,-25,-74,24,.,2,-0.3
CC1CCN(S(=O)C23CC4CC(CC(C4)C2)C3)CC1 (stereo not drawn),0.0,0,17,0,1,-2,2,-5.0

# Remaining list, next part
Structure,Xi reactivation,ERp5 block,EWS-Fli inh,PAX8 inh HTS,GSIS activator,ARNT-TACC3 inh,DENV2 CPE,F508del corr
Cc1ccc2ncnc(Oc3ncccc3[N+](=O)[O-])c2c1,0.0,5,-13,-22,.,-2,-1,1.9
Cc1ccc(-n2cc(CN3CCNC(=O)CC3)c(-c3cccc(C)c3)n2)cc1,0.0,-2,-15,3,-32,3,-4,.
CCNC(=S)NNC(=O)c1csc(C)c1,0.0,-2,21,15,37,-3,-3,.
C[C@@H]1CN([C@@H](C)CO)C(=O)c2cc(NC(=O)Nc3ccccc3)ccc2O[C@@H]1CN(C)C(=O)NC1CCCCC1,0.1,0,-3,8,-18,-2,9,0.5
CCCCc1cc(=O)oc2cc(C)cc(OCC(=O)NCc3ccncc3)c12,0.0,1,19,14,9,-5,-2,3.7
O=C(N/N=C/c1ccco1)c1cc(-c2ccccc2)nc2ccccc12,0.0,2,.,13,-1,-3,0,-0.6
Cc1cccc(-n2c(C)nc3cc(C(=O)NCCN4CCOCC4)ccc32)c1,-0.1,1,3,1,.,.,1,-0.8
C[C@H]1CN([C@@H](C)CO)C(=O)CCCn2cc(nn2)CO[C@@H]1CN(C)S(=O)(=O)c1ccc(-c2ccccc2)cc1,-0.1&0.0,0&-2&0,15&8&-4,1&24,14&2,4&6,?,1.0&0.2&-0.2
COC(=O)c1cc2c(c3c4cc(OC)ccc4n(S(=O)(=O)c4cccc(C)c4)c13)C(=O)N(Cc1ccccc1OC)C2,-0.1,2,14,5,.,.,-4,-3.3
Cc1ccc2c(=O)n3c(nc2c1)C(CC(C)C)NC(=O)c1cccnc1-3 (stereo not drawn),0.0,4,-4,-8,-6,.,-8,-2.5
COc1ccccc1C(=O)NC(=O)COC(=O)c1ccc([N+](=O)[O-])cc1,0.2,0,-6,.,17,.,-1,-1.5
